Screening results: PubChem BioAssay, several laboratories
OX1R antag-1: OX1R (HCRTR1) antagonists, primary screen, fluorescence, CHO/OX1R cells, Fluo-8 calcium, orexin A; inhibition, % at 5 µM; Fluo-8 calcium fluorescence; AID 434989, 2010; Orexin/Hypocretin receptor type 1 (Homo sapiens), O43613; 0.43% of 330,000 active;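 active means inhibition above its plate's threshold, mean inhibition of all tested compounds on the plate plus 3 SD, cut at about 37% in these data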;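 further: 0% = orexin A challenge wells and 100% = SB-334867-A antagonist wells; not every result past the cut was called active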
Target sequence (O43613 whole entry, looked up): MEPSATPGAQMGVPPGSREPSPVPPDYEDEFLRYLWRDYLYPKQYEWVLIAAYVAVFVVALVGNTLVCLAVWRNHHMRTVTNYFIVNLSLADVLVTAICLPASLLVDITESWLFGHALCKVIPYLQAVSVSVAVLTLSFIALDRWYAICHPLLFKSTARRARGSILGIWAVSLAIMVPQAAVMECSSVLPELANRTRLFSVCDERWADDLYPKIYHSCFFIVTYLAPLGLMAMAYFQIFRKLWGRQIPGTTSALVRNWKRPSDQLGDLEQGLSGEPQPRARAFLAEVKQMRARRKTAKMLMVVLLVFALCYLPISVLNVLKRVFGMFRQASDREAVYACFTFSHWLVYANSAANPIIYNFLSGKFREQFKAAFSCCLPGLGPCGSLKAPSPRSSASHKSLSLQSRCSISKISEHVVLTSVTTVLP
STK33 inh: inhibitors of purified STK33 kinase, primary screen, biochemical, ADP-Glo luminescence, homogeneous, cell-free. Serine/threonine-protein kinase 33 (Homo sapiens), Q9BYT3. MBP phosphorylation. inhibition, % at 10 µM. 0.073% of 320,000 active. AID 2661, 2010;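 active means inhibition at or above 25%, using the most active replicate where run in duplicate; inactive means inhibition below 25%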
Target sequence (Q9BYT3 whole entry, looked up): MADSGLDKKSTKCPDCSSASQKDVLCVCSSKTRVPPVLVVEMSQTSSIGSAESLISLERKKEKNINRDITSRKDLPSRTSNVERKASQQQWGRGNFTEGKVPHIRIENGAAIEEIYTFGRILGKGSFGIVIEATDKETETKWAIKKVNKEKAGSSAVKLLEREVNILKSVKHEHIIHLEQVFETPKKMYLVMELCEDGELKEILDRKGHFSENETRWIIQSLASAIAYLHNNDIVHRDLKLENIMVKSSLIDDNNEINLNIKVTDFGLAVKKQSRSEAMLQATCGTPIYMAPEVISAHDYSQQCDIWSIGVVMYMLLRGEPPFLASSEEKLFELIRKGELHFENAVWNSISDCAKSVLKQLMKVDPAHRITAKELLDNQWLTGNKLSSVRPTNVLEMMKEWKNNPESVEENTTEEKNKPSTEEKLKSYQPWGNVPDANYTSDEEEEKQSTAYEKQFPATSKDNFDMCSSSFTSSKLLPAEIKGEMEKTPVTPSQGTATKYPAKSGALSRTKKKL
OX1R antag-2: antagonists of human orexin 1 receptor (OX1R); Orexin/Hypocretin receptor type 1 (Homo sapiens), O43613; OX1R-expressing cells, FRET antagonist read-out; inhibition, % at 6.6 µM; 1.8% of 330,000 active; AID 485270, 2010; in the data active means inhibition mostly above about 38%, no sharp cut-off; inactive means mostly below about 40%;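 further: 0% = agonist challenge alone and 100% = reference antagonist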
* marks the source's active call; other numbers are inactive results; / = not tested or not shown.

molecule: CC(C)(C)c1ccc(C(=O)N/C(=C\c2cccc([N+](=O)[O-])c2)C(=O)Nc2cccc(C(=O)O)c2)cc1
  OX1R antag-1: 1
  STK33 inh: -2.4
  OX1R antag-2: 14
molecule: CNC(=O)CNC(=O)Nc1ccc(C)cc1
  OX1R antag-1: -9
  STK33 inh: 0.0
  OX1R antag-2: 7
molecule: Cc1cc(=O)[nH]c(N2CCN(c3ccc(Cl)cc3)CC2)n1
  OX1R antag-1: -19
  STK33 inh: -0.9
  OX1R antag-2: 3
molecule: CCSc1ccc([C@@H]2[C@H]3C(=O)N(C)C(=O)[C@H]3[C@]3(C(=O)OC)CCCCN23)cc1
  OX1R antag-1: -32
  STK33 inh: 2.2
  OX1R antag-2: 7
molecule: CCn1cc(C(=O)NC(=S)Nc2ccccc2[N+](=O)[O-])cn1
  OX1R antag-1: -5
  STK33 inh: -1.4
  OX1R antag-2: 32
molecule: NNC(=O)CS(=O)(=O)CS(=O)(=O)CC(=O)NN
  OX1R antag-1: 10
  STK33 inh: -1.8
  OX1R antag-2: 9
molecule: COc1cc(OC)cc(-c2cc3nc4c(c(N5CCN(c6ncccn6)CC5)n3n2)CCCC4)c1
  OX1R antag-1: -19
  STK33 inh: -1.0
  OX1R antag-2: 2
molecule: COc1cccc(/C=C(\CC(=O)O)c2nc3ccccc3s2)c1
  OX1R antag-1: -26
  STK33 inh: -1.4
  OX1R antag-2: -2
molecule: O=C(NNC(=S)Nc1ccc(Cl)cc1)c1cccs1
  OX1R antag-1: 3
  STK33 inh: 0.3
  OX1R antag-2: 8
molecule: CCOc1ccccc1-n1c(SCC(=O)Nc2ccccc2C(=O)O)nc2ccccc2c1=O
  OX1R antag-1: -30
  STK33 inh: -1.7
  OX1R antag-2: 8
molecule: Cc1cc(C)c2c(NC(=O)CCl)nn(C)c2n1
  OX1R antag-1: -12
  STK33 inh: 0.2
  OX1R antag-2: 16
molecule: CN(C)c1ccc(CCc2ccc(N)cc2)cc1
  OX1R antag-1: 3
  STK33 inh: -1.8
  OX1R antag-2: -2
molecule: COc1ccc(/C=C/C(=O)NCC(=O)N/N=C(\C)Cc2ccccc2)cc1
  OX1R antag-1: -24
  STK33 inh: 0.2
  OX1R antag-2: -2
molecule: CC(C)=CCN1CCN(Cc2ccc(C)s2)CC1CCO (stereo not drawn)
  OX1R antag-1: -17
  STK33 inh: -1.5
  OX1R antag-2: 2
molecule: Cc1cc(C)c(S(=O)(=O)NCCC2CCCN2C)c(C)c1 (stereo not drawn)
  OX1R antag-1: 3
  STK33 inh: -0.3
  OX1R antag-2: 1
molecule: CC(C)=CC(=O)OCC(=O)Nc1cc(C)cc(C)c1
  OX1R antag-1: -7
  STK33 inh: -1.0
  OX1R antag-2: 18
molecule: O=C(c1ccc(F)cc1)N(c1ccccn1)C1CCCCC1
  OX1R antag-1: -18
  STK33 inh: -0.4
  OX1R antag-2: 12
molecule: Cc1cccc(C)c1NC(=O)CSc1nnc(C)n1CC1CCCO1 (stereo not drawn)
  OX1R antag-1: -12
  STK33 inh: -0.1
  OX1R antag-2: 14
molecule: CC(C)C(NS(=O)(=O)c1ccccc1)C(=O)NC1CCCC1 (stereo not drawn)
  OX1R antag-1: -3
  STK33 inh: -4.9
  OX1R antag-2: 13
molecule: O=C(Cc1ccc(F)cc1)N[C@@H]1c2ccccc2CC[C@@H]1OCc1ccccc1
  OX1R antag-1: 6
  STK33 inh: /
  OX1R antag-2: 6
molecule: CCN(CC)S(=O)(=O)c1ccc(OC)c(NC(=O)C(C)Oc2ccc3c(C)cc(=O)oc3c2)c1 (stereo not drawn)
  OX1R antag-1: -11
  STK33 inh: -0.2
  OX1R antag-2: 28
molecule: CN1C(=O)C2(OCCCO2)c2cc(Cl)ccc21
  OX1R antag-1: 5
  STK33 inh: -1.3
  OX1R antag-2: 8
molecule: Cc1cc(C)nc(N2N=C(CSc3ccc(Cl)cc3)CC2=O)n1
  OX1R antag-1: -24
  STK33 inh: -1.1
  OX1R antag-2: 24
molecule: Cc1ccc(-c2nn(-c3ccccc3)cc2/C=C/C(=O)Nc2nccs2)cc1
  OX1R antag-1: -1
  STK33 inh: -4.1
  OX1R antag-2: 7
molecule: Cc1ccc(NC(=O)COC(=O)Cn2nc(C)c([N+](=O)[O-])c2C)c([N+](=O)[O-])c1
  OX1R antag-1: -10
  STK33 inh: -0.8
  OX1R antag-2: 34

Gathered by group: the compounds so far with fluorine (two)
molecule: O=C(c1ccc(F)cc1)N(c1ccccn1)C1CCCCC1
  OX1R antag-1: -18
  STK33 inh: -0.4
  OX1R antag-2: 12
molecule: O=C(Cc1ccc(F)cc1)N[C@@H]1c2ccccc2CC[C@@H]1OCc1ccccc1
  OX1R antag-1: 6
  STK33 inh: /
  OX1R antag-2: 6

Other entries.
molecule: CCC(C)c1ccc(Nc2ncccc2C#N)cc1 (stereo not drawn)
  OX1R antag-1: -24
  STK33 inh: 1.1
  OX1R antag-2: 16
molecule: Cc1cccc(C)c1OCCSc1nc2ccccc2n1CC(=O)O
  OX1R antag-1: -13
  STK33 inh: -0.5
  OX1R antag-2: 34
molecule: CN(C)c1cc[n+](CC(=O)c2cccs2)cc1
  OX1R antag-1: 4
  STK33 inh: -2.4
  OX1R antag-2: -4
molecule: COC(=O)CSc1ncc(OC)c(OC)n1
  OX1R antag-1: -8
  STK33 inh: 0.9
  OX1R antag-2: 6
molecule: O=C(NCC(=O)N1CCCC1)c1ccccc1F
  OX1R antag-1: -1
  STK33 inh: -1.5
  OX1R antag-2: 1
molecule: NC(=S)N/N=C1\CC(c2ccc3c(c2)OCCO3)Oc2ccc(F)cc21 (stereo not drawn)
  OX1R antag-1: -1
  STK33 inh: -1.9
  OX1R antag-2: 0
molecule: C/C(=N\Nc1nnc(-c2ccccc2)c(-c2ccccc2)n1)c1cccc([N+](=O)[O-])c1
  OX1R antag-1: -5
  STK33 inh: -0.3
  OX1R antag-2: 5
molecule: O=[N+]([O-])c1cc([N+](=O)[O-])c(Oc2ccc(Br)cc2Br)cc1NN1CCCCC1
  OX1R antag-1: 5
  STK33 inh: -0.1
  OX1R antag-2: 16
molecule: Cc1ccc(-n2c(C)cc(C(=O)CN3CCCCC3)c2C)cc1
  OX1R antag-1: -35
  STK33 inh: -2.3
  OX1R antag-2: 9
molecule: Cc1csc(NC(=O)CSc2sc3c(O)cc(=O)[nH]c3c2C#N)n1
  OX1R antag-1: 9
  STK33 inh: 0.9
  OX1R antag-2: 12
molecule: COc1ccccc1NC(=O)CSc1nc(O)cc(=O)n1C
  OX1R antag-1: -28
  STK33 inh: 0.0
  OX1R antag-2: 7
molecule: Cc1cccc(C)c1NC(=O)CSc1nnnn1-c1ccc(C(=O)O)cc1
  OX1R antag-1: 2
  STK33 inh: 0.5
  OX1R antag-2: -10
molecule: COc1cccc(N2CCN(C(=O)C3CCC(=O)N(C4CCCCCC4)C3)CC2)c1 (stereo not drawn)
  OX1R antag-1: -23
  STK33 inh: 0.2
  OX1R antag-2: 21
molecule: O=Nc1c(-c2ccccc2)[nH]n(-c2ccccc2)c1=O
  OX1R antag-1: 1
  STK33 inh: -1.4
  OX1R antag-2: 17
molecule: COc1ccc(C(=O)NCc2ccc3c(c2)OCO3)cc1S(=O)(=O)N1CCCC1
  OX1R antag-1: -24
  STK33 inh: /
  OX1R antag-2: 5
molecule: COc1ccc([N+](=O)[O-])cc1NC(=O)CC(c1ccccc1)c1ccccc1
  OX1R antag-1: -6
  STK33 inh: -0.3
  OX1R antag-2: 12
molecule: CCOc1ccccc1NC(=O)CSc1n[nH]c(=O)n1-c1ccccc1
  OX1R antag-1: -20
  STK33 inh: 1.2
  OX1R antag-2: 2
molecule: CCn1cc(/C=C/C(=O)Nc2c(C)nn(Cc3ccccc3)c2C)cn1
  OX1R antag-1: -20
  STK33 inh: -1.8
  OX1R antag-2: 13
molecule: CCOCCCNC(=O)Cc1c(C(=O)O)[nH]c2ccc(Cl)cc12
  OX1R antag-1: -16
  STK33 inh: 0.5
  OX1R antag-2: 7
molecule: Cc1nonc1OC(C)CNCCNc1ccc([N+](=O)[O-])cc1 (stereo not drawn)
  OX1R antag-1: -24
  STK33 inh: 3.3
  OX1R antag-2: 9
molecule: O=C(Cn1cc2c(n1)CCCC2)Nc1ccccc1Br
  OX1R antag-1: -12
  STK33 inh: 0.9
  OX1R antag-2: 16
molecule: CCC(C)N(NC(C)=O)c1nc(Cl)nc(NC(C)(C)C)n1 (stereo not drawn)
  OX1R antag-1: -7
  STK33 inh: -0.6
  OX1R antag-2: -1
molecule: COCCN(CCOC)S(=O)(=O)c1ccc(C(=O)Nc2c(C)n(C)n(-c3ccccc3)c2=O)cc1
  OX1R antag-1: -8
  STK33 inh: -1.3
  OX1R antag-2: 9
molecule: CCOC(=O)C1=C(c2ccccc2)c2ccccc2N(S(=O)(=O)C(F)(F)F)C1C(=O)OCC (stereo not drawn)
  OX1R antag-1: -18
  STK33 inh: /
  OX1R antag-2: 15
molecule: COc1cnc(-c2ccccn2)nc1Sc1ccc(F)cc1
  OX1R antag-1: -38
  STK33 inh: -1.8
  OX1R antag-2: 4

molecule: COc1ccc(C2SCCN2C(=S)Nc2ccc(F)cc2)cc1 (stereo not drawn)
  OX1R antag-1: -7
  STK33 inh: -2.6
  OX1R antag-2: -9
molecule: CC1(C)CC(NS(=O)(=O)c2ccc(S(=O)(=O)N3CCOCC3)cc2)CCO1 (stereo not drawn)
  OX1R antag-1: -17
  STK33 inh: 1.0
  OX1R antag-2: 4
molecule: COc1ccccc1N(C)S(=O)(=O)c1ccc(C(=O)NC(C)c2ccccc2)cc1 (stereo not drawn)
  OX1R antag-1: -15
  STK33 inh: -0.2
  OX1R antag-2: 5
molecule: CN(CC(=O)Nc1cccc(F)c1)C(=O)C1CSC2(C)CCC(=O)N12 (stereo not drawn)
  OX1R antag-1: -6
  STK33 inh: 3.1
  OX1R antag-2: 23
molecule: O=C(NNC(=O)C1[C@H]2CCCC[C@@H]12)Nc1cccc2ccccc12 (stereo partly drawn)
  OX1R antag-1: -24
  STK33 inh: 1.0
  OX1R antag-2: 2

By substructure, the compounds so far containing an aryl thioether with sulfur outside any ring (11)
molecule: CCSc1ccc([C@@H]2[C@H]3C(=O)N(C)C(=O)[C@H]3[C@]3(C(=O)OC)CCCCN23)cc1
  OX1R antag-1: -32
  STK33 inh: 2.2
  OX1R antag-2: 7
molecule: CCOc1ccccc1-n1c(SCC(=O)Nc2ccccc2C(=O)O)nc2ccccc2c1=O
  OX1R antag-1: -30
  STK33 inh: -1.7
  OX1R antag-2: 8
molecule: Cc1cccc(C)c1NC(=O)CSc1nnc(C)n1CC1CCCO1 (stereo not drawn)
  OX1R antag-1: -12
  STK33 inh: -0.1
  OX1R antag-2: 14
molecule: Cc1cc(C)nc(N2N=C(CSc3ccc(Cl)cc3)CC2=O)n1
  OX1R antag-1: -24
  STK33 inh: -1.1
  OX1R antag-2: 24
molecule: Cc1cccc(C)c1OCCSc1nc2ccccc2n1CC(=O)O
  OX1R antag-1: -13
  STK33 inh: -0.5
  OX1R antag-2: 34
molecule: COC(=O)CSc1ncc(OC)c(OC)n1
  OX1R antag-1: -8
  STK33 inh: 0.9
  OX1R antag-2: 6
molecule: Cc1csc(NC(=O)CSc2sc3c(O)cc(=O)[nH]c3c2C#N)n1
  OX1R antag-1: 9
  STK33 inh: 0.9
  OX1R antag-2: 12
molecule: COc1ccccc1NC(=O)CSc1nc(O)cc(=O)n1C
  OX1R antag-1: -28
  STK33 inh: 0.0
  OX1R antag-2: 7
molecule: Cc1cccc(C)c1NC(=O)CSc1nnnn1-c1ccc(C(=O)O)cc1
  OX1R antag-1: 2
  STK33 inh: 0.5
  OX1R antag-2: -10
molecule: CCOc1ccccc1NC(=O)CSc1n[nH]c(=O)n1-c1ccccc1
  OX1R antag-1: -20
  STK33 inh: 1.2
  OX1R antag-2: 2
molecule: COc1cnc(-c2ccccn2)nc1Sc1ccc(F)cc1
  OX1R antag-1: -38
  STK33 inh: -1.8
  OX1R antag-2: 4
